Source: PubChem BioAssay (National Center for Advancing Translational Sciences (NCATS))
PTHR1 agonist: qHTS for PTHR1 Agonists: Primary Screen | Parathyroid hormone/parathyroid hormone-related peptide receptor (Homo sapiens), Q03431 | HEK293 GP2 PTHR1 cells, GloSensor cAMP luminescence, 1 h | Potency, µM (titrated, usually from 115 µM), for the others: top-dose activation, actives largely listed as activators | actives 0.075% (n = 410,000) | AID 743266, 2014; also: potency is read from the fitted curve at half-maximal effect; nearly all actives have a fitted effect of over 55% in size; some results filed as inactive show a strong effect at the top dose; inactives centre near -15; many of its hits are not listed in these tables
Target sequence (Q03431 whole entry, looked up): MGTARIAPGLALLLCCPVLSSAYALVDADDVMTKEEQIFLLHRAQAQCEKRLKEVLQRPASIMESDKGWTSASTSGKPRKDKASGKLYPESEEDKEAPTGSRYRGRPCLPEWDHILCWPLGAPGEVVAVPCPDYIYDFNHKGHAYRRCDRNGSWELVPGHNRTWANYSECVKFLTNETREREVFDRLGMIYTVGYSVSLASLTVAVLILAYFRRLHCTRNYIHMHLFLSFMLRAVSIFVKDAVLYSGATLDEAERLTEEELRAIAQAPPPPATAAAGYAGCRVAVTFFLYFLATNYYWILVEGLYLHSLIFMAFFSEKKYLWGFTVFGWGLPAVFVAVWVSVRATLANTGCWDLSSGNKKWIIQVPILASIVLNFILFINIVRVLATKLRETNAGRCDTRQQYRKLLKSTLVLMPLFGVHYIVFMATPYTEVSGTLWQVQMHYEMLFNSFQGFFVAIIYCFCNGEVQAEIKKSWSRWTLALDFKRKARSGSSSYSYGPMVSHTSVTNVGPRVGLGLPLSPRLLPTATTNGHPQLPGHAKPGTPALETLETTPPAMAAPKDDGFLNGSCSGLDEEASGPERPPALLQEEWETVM
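HEK-293-derived GP2 cells expressing PTHR1 and a GloSensor cAMP reporter, 3,000/well, plated overnight, given luciferin plus IBMX (each 0.5 mM as added) for 1 h at 37 °C, then compound for 1 h at 37 °C. Luminescence was read after 15 min at room temperature.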
CCT modulator: High-Throughput Screening for Modulators of Cytosolic Chaperonin Activity. purified chaperonin ATPase assay, HTRF ADP detection, 30 min. actives 0.3% (n = 360,000). activity change, % (no concentration beside the values), hits read low. AID 651819, 2012; in the data active = activity change below about -30%; also: % is scaled to controls: 0 for no effect and ±100 for the full control effect
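TRiC (40 or 20 nM final, by batch activity) in 30 mM Tris pH 7.4, 100 mM KCl, 5 mM MgCl2, 1 mM DTT was treated with compound at 76 uM single dose, then 10 uM ATP, 30 min at 37 °C. ADP was read by HTRF Transcreener.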
EPAC2 antag: qHTS for Antagonist of cAMP-regulated guanine nucleotide exchange factor 2 (EPAC2): primary screen | Potency, µM (titrated, usually from 114 µM), for the others: top-dose activity, negative = inhibition, actives largely listed as inhibitors | Rap guanine nucleotide exchange factor 4 (Homo sapiens), Q8WZA2 | actives 0.18% (n = 360,000) | EPAC2 GEF exchange of Rap1B-BODIPY-GDP, fluorescence; also: potency is read from the fitted curve at half-maximal effect; % is scaled to controls: 0 for no effect and ±100 for the full control effect; nearly all actives have a fitted effect of over 45% in size; many of its hits are not listed in these tables
DRD3 antagonist: qHTS of D3 Dopamine Receptor Antagonist: qHTS; D3R cells, DiscoveRx beta-arrestin luminescence, antagonist mode; hits give low values; D(3) dopamine receptor (Homo sapiens), P35462; actives 2.5% (n = 360,000); max response, negative = inhibition, %; AID 652054, 2013; in the data active = max response below about -50%; inconclusive = no clear call, values can overlap the other calls; also: % is scaled to controls: 0 for no effect and ±100 for the full control effect; mostly tested at two doses, the higher about 12 µM
Target sequence (P35462 whole entry, looked up): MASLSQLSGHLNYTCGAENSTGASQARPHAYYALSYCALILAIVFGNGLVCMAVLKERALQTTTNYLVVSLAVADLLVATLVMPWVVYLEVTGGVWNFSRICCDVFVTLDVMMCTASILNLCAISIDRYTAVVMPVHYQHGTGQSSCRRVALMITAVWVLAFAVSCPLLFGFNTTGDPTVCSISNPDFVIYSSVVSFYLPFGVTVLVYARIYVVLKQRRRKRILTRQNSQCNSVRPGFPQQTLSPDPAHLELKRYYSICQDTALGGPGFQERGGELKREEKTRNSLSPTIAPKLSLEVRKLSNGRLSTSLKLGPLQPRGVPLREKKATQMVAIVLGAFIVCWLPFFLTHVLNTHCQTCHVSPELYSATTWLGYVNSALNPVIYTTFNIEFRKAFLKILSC
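Cells expressing the human receptor were seeded at 1500 cells/well, incubated overnight at 37 degrees C in 5% CO2, then exposed to library compounds with dopamine controls for 90 minutes at 37 degrees C before luminescent detection.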
D3 ag: qHTS of D3 Dopamine Receptor Agonist: qHTS | D(3) dopamine receptor (Homo sapiens), P35462 | D3R DiscoveRx beta-arrestin cells, luminescence, 90 min | max activation, % | actives 0.58% (n = 410,000) | AID 652048, 2013; in the data active = max activation above about 30%; also: 0% is about no effect; mostly tested at two doses, the higher about 12 µM
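Agonist-mode cell screen: cells plated at 1500/well and incubated overnight at 37 °C, then exposed to library compounds for 90 min at 37 °C. Detection reagent was added for 30–60 min at room temperature, and luminescence was read.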
Mm-Cpn inhibitor: Inhibitors of TCP-1 ring complex (TRiC) of Methanococcus maripaludis (MmCpn): qHTS; Potency, µM (series often up to 76.9 µM), inactives show at the highest dose activity, negative = inhibition, actives largely listed as inhibitors; actives 0.031% (n = 330,000); purified Mm-Cpn ATPase, ADP Transcreener TR-FRET; also: potency is read from the fitted curve at half-maximal effect; % is scaled to controls: 0 for no effect and ±100 for the full control effect; nearly all actives have a fitted effect of over 80% in size
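Compound-treated chaperonin, 25 nM final, turns over 10 uM ATP at 37°C for 30 min following a 10 min preincubation; ADP generated competes with ADP-d2 for Eu-cryptate antibody, lowering FRET.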
EPAC2 ag: qHTS for Agonist of cAMP-regulated guanine nucleotide exchange factor 4 (EPAC2): primary screen; Potency, µM (highest dose often 154 µM), for the others: top-dose activation, most hits filed as activators; actives 0.079% (n = 360,000); EPAC2 activation, biochemical qHTS; response scale: 100% = 6.5 mM cAMP response; Rap guanine nucleotide exchange factor 4 (Homo sapiens), Q8WZA2; AID 720711, 2013; also: potency is read from the fitted curve at half-maximal effect; nearly all actives have a fitted effect of over 50% in size
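Compounds were added across a concentration range to EPAC2 (100 nM), RAP1B-BODIPY-GDP (250 nM) and GDP (50 uM). After 5 min at room temperature, fluorescence was recorded at 5-min intervals for 30 min.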
pAkt inh: HTS Assay for Inhibitors of Akt Phophorylation: Primary Screen; Neuro2A IGF-stimulated pAkt S473 HTRF, 20 min; hits give low values; activity change, % for hits at 50 µM; actives 0.32% (n = 360,000); AID 651550, 2012; in the data active = activity change below about -80%; inconclusive = mostly about -51% to -80%; also: % is scaled to controls: 0 for no effect and ±100 for the full control effect
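Single-point screen (50 µM final compound) in Neuro2A cells stimulated 20 min with 6 nM IGF at 37 deg C. After lysis, Ser473-phosphorylated Akt read by HTRF (ex 330 nm, em 615/665 nm) as the 665/615 ratio.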
Active calls of the source: *; i = inactive; ? = inconclusive; · = no result given; & = joins results of further samples; [ ] = dose if it differs, or a comment. Unless noted, calls follow the shape of the dose curve; as a rule, active = well fitted curve in the direction sought with a large enough effect; inconclusive = small, poorly fitted or top-dose-only effect, or another doubt; inactive = no such curve, though single readings can be large; an effect the other way counts as inactive or inconclusive. These rows are one share of the data. The share of hits here may be higher or lower than overall.

Each structure is followed by: DRD3 antagonist	D3 ag	PTHR1 agonist	EPAC2 antag	pAkt inh	Mm-Cpn inhibitor	CCT modulator	EPAC2 ag
Cc1cnc(NC(=O)Cc2ccccc2F)s1
→ 13	9	-22%	6%	i	-1%	-2.2	0%
COc1cccc(/C=N/n2c(C3CCCCC3)n[nH]c2=S)c1O
→ -4	-1	-7%	-5%	i	-1%	-9.1	18%
CCCCN(C)C(=O)c1ccc(S(=O)(=O)N2CCOCC2)cc1
→ 0	-6	i	2%	i	-5%	-0.8	-1%
COc1ccc(-n2c(=S)[nH]c3ccccc3c2=S)cc1
→ 0	-3	i	3%	i	1%	-0.4	-4%
Cc1cc(F)ccc1NC(=S)NCCc1ccccc1
→ 8	2	-42%[inhibitor]	1%	i	-1%	-0.4	1%
O=C(CSc1nnc(-c2ccccc2)o1)NC(=O)Cc1ccccc1
→ 19	-5	-24%	-5%	i	-3%	-3.4	-5%
CC(=O)C1=C(C)NC(=O)NC1c1cccc(O)c1 (stereo not drawn)
→ 13	-14	0%[57.5 µM]	6%	i	1%	-2.7	-6%
CC(=O)c1c(C(C)=O)c(C)n(-c2ccc(N)c(C)c2)c1C
→ ?	-6	-31%	10%	i	2%	1.3	-4%
Cc1ccc(CSc2ncnc3onc(C)c23)cc1
→ 2	2	i	5%	i	2%	-1.9	11%
NS(=O)(=O)c1ccc(NC(=S)NCc2ccco2)cc1
→ -14	-4	0%	-5%	i	-7%	-5.8	15%
CC(c1ccc(F)cc1)n1c(Cn2ncc3ccccc3c2=O)n[nH]c1=S (stereo not drawn)
→ 8	2	i	1%	i	3%	0.6	7%
CC(C)N1C(=O)CCC1C(=O)NCc1ccc(F)cc1Cl (stereo not drawn)
→ -3	-1	-11%	-5%	i	1%	0.9	11%
Cc1ccccc1NC(=S)NC(=O)c1cncc(Br)c1
→ 0	-10	i	-7%	i	1%	-1.4	15%
COc1ccc(CC(=O)Nc2nc(-c3ccc(OC)c(OC)c3)cs2)cc1OC
→ 49	26	-34%[inhibitor]	-14%	i	1%	-1.6	11%
CNc1cncc(-c2cccc(NS(C)(=O)=O)c2)n1
→ -17	-5	-20%	-3%	i	·	-0.9	14%
O=C(Nc1ccccc1C(F)(F)F)N1CCN(C(c2ccccc2)c2ccccc2)CC1
→ -10	-7	-17%[57.5 µM]	-6%	i	1%	-0.9	-10%
Cn1c(N)c(S(=O)(=O)N2CCN(Cc3ccccc3)CC2)c(=O)n(C)c1=O
→ 8	-3	i	-5%	i	2%	1.8	4%
CC(C)(C)CN1CCNC(=O)C1CC(=O)NC1Cc2ccccc2C1 (stereo not drawn)
→ 4	-4	-5%	-27%	i	1%	-4.9	0%
Cc1ccnc(NC(=S)NC(=O)/C=C/c2ccco2)c1
→ -51*	2	-11%	5%	i	-2%	-0.3	-8%
CCn1c2ccccc2c2cc(NC(=O)CSc3nnnn3-c3ccccc3)ccc21
→ 7	-3	-1%[57.5 µM]	-17%	i	·	-9.2	11%

Reformatted as labelled records: entries from further up.
> CCCCN(C)C(=O)c1ccc(S(=O)(=O)N2CCOCC2)cc1
  DRD3 antagonist: 0	D3 ag: -6	PTHR1 agonist: i	EPAC2 antag: 2%	pAkt inh: i	Mm-Cpn inhibitor: -5%	CCT modulator: -0.8	EPAC2 ag: -1%

> CC(=O)C1=C(C)NC(=O)NC1c1cccc(O)c1 (stereo not drawn)
  DRD3 antagonist: 13	D3 ag: -14	PTHR1 agonist: 0%[57.5 µM]	EPAC2 antag: 6%	pAkt inh: i	Mm-Cpn inhibitor: 1%	CCT modulator: -2.7	EPAC2 ag: -6%

> CC(C)N1C(=O)CCC1C(=O)NCc1ccc(F)cc1Cl (stereo not drawn)
  DRD3 antagonist: -3	D3 ag: -1	PTHR1 agonist: -11%	EPAC2 antag: -5%	pAkt inh: i	Mm-Cpn inhibitor: 1%	CCT modulator: 0.9	EPAC2 ag: 11%

> Cn1c(N)c(S(=O)(=O)N2CCN(Cc3ccccc3)CC2)c(=O)n(C)c1=O
  DRD3 antagonist: 8	D3 ag: -3	PTHR1 agonist: i	EPAC2 antag: -5%	pAkt inh: i	Mm-Cpn inhibitor: 2%	CCT modulator: 1.8	EPAC2 ag: 4%

The list goes on:
Each structure is followed by: DRD3 antagonist	D3 ag	PTHR1 agonist	EPAC2 antag	pAkt inh	Mm-Cpn inhibitor	CCT modulator	EPAC2 ag
Cc1ccc(/C=N/N2CCOCC2)s1
→ 20	29	i	1%	i	-3%	-0.4	7%
CCS(=O)(=O)N1Cc2ccccc2CC1C(=O)Nc1ccc(F)cc1 (stereo not drawn)
→ -3	3	0%	-1%	i	-1%	0.9	2%
Nc1ccccc1-c1ccccc1N
→ -25	1	-15%	13%	i	-4%	-4.6	4%
Cc1cc(OCC(=O)N2CCCCCC2)ccc1[N+](=O)[O-]
→ 8	7	i	13%	i	1%	0.4	6%
O=C(NCc1cccnc1)c1ccc(COc2ccc(Cl)cc2Cl)o1
→ 12	2	-24%	5%	i	-3%	0.2	5%
COc1cc(NS(=O)(=O)c2ccc(N/C=C(\C=O)c3nc4cc(Cl)ccc4o3)cc2)nc(OC)n1
→ 0	0	-9%[57.5 µM]	17%	i	-3%	3.0	-1%
CC(C)c1ccc(CN2C(=O)c3ccccc3S2(=O)=O)cc1
→ -18	-5	-46%[inhibitor]	-18%	i	0%	1.6	13%
Cc1cc(NC(=O)CCC(=O)N(Cc2cccs2)C(C(=O)NC2CCCC2)c2ccccc2)no1 (stereo not drawn)
→ -20	-5	i	-1%	i	0%	-3.0	8%
COc1ccc(-c2nc(SCC(=O)N3CCCC3)n[nH]2)cc1
→ 6	6	i	6%	i	-5%	0.3	4%
O=C(NCCc1ccc2c(c1)OCCO2)c1ccc([N+](=O)[O-])cc1Cl
→ -14	2	-4%	1%	i	1%	-6.6	5%
COc1ccccc1Nc1nc(NCC2CCCO2)c2ccccc2n1 (stereo not drawn)
→ 12	2	-30%	-11%	i	-4%	-1.8	8%
CCN(CC)c1cc(CS(=O)c2ccccc2)nc(-c2ccccc2)n1 (stereo not drawn)
→ -19	-16	i	-9%	i	·	-18	15%
O=C(CN(C(=O)c1ccc2c(c1)OCCO2)c1ccccc1)NCC1CCCO1 (stereo not drawn)
→ -1	-6	-14%	0%	i	-1%	0.1	-1%
CSc1cccc(NC(=S)N(CCC(C)C)C2CCN(C(C)=O)CC2)c1
→ -19	-1	i	1%	i	-4%	0.4	13%
O=C(O)c1ccc(NCc2nc3ccccc3n2CCOc2ccccc2Cl)cc1
→ 0	6&-4	-5%&-23%	-6%	i	-1%	0.2	-1%
CC(NC(=O)Cc1ccc(F)cc1)C(c1cccs1)N1CCN(C)CC1 (stereo not drawn)
→ 9	-6	i	-4%	i	-2%	-4.9	11%
CCC1(CC)Cc2ccccc2-c2nc3ccccc3c(=O)n21
→ -9	-6	-9%[57.5 µM]	9%	i	-1%	2.7	11%
Cc1ccc(C(=O)OCCn2cc(C#N)c(=O)[nH]c2=O)cc1
→ 12	5	?	-7%	i	-2%	-0.7	1%
O=C(CN(Cc1ccccc1)S(=O)(=O)c1ccc2c(c1)OCCO2)N/N=C/c1ccc(F)cc1
→ -18	-9	-25%[57.5 µM]	-9%	i	-1%	-1.3	20%
CCN(CC)C(=O)C1=C(C)N(Cc2ccc(C(C)(C)C)cc2)C(=O)C(CC(=O)NCC2CCCCC2)C1 (stereo not drawn)
→ -5	0	-85%[inhibitor]	0%	i	·	1.9	-13%
CNc1nc(C)c(C(C)(C)C)s1
→ 2	9	-18%	4%	i	3%	1.9	2%
COc1cccc(OC)c1C(=O)Nc1ccncc1
→ 8	2	i	5%	i	·	-2.0	3%
O=C(Nc1ccc(-c2nc3ccccc3[nH]2)cc1)c1ccccc1NS(=O)(=O)c1ccc(F)cc1
→ 22	21	-23%	-5%	i	-1%	1.1	-17%
Cc1ccc(CS(=O)Cc2ccc(C(=O)NCc3ccc(OC(C)C)cc3)o2)cc1 (stereo not drawn)
→ -7	-4	-9%	9%	i	-2%	0.2	-5%
O=C(NCCc1ccc(Cl)cc1)Nc1cccc(Cl)c1
→ -10	-3	-23%[57.5 µM]	-8%	i	1%	0.7	23%
CN(C)/C=C(\C(=O)c1ccc(Cl)cc1)c1nnnn1-c1ccc(Cl)cc1
→ 1	-2	-83%[inhibitor]	?	i	·	2.8	-5%
CC(C)(C)NC(=S)NNC(=O)c1ccc2ncccc2c1
→ -8	-7	-3%	3%	i	-1%	-11	-3%
Cc1ccc(Cl)cc1N1CCN(C(=O)C2CCC(=O)N2C(C)C)CC1 (stereo not drawn)
→ -26	0	-12%	7%	i	0%	-4.3	5%
COc1ccc(OCc2cc(C(=O)NC(C)c3csc(C)n3)no2)c(Cl)c1 (stereo not drawn)
→ 2	-3	-18%	-16%	i	-3%	-1.1	6%
CCCCSc1nc(C)cc(C)c1S(=O)(=O)c1ccccc1C
→ -17	-12	i	?	i	1%	0.8	-6%
COc1ccc(C(=O)/C=C/Nc2ccc([N+](=O)[O-])cc2C)cc1OC
→ 7	-8	-47%[inhibitor]	15%	i	1%	-0.6	-35%[inhibitor]
CCn1cc(C(=O)NCc2cccnc2)c(=O)c2cc(F)c(N3CCN(C(=O)c4ccco4)CC3)cc21
→ 74	6	-33%[inhibitor]	-10%	i	-6%	1.4	-13%
CCCn1c(=N)n(CC(O)c2ccco2)c2ccccc21 (stereo not drawn)
→ -12	-4	i	-1%	i	1%	-0.1	10%
CCCCn1cnc2c(cnn2-c2ccc(Cl)cc2)c1=O
→ 18	-3	-10%[57.5 µM]	11%	·	1%	-2.2	-84%[inhibitor][15.6 µM]
COc1ccc(-c2cc(=O)n(-c3nc4ccccc4[nH]3)[nH]2)cc1
→ 16	-8	10%	-4%	i	-1%	1.3	-1%
